Screening data from PubChem BioAssay.
C2C12 statin: protects C2C12 myotubes from simvastatin toxicity | AID 602340 | rescue of ATP level, % at 7.49 µM | ATP luminescence, 48 h; scaled: DMSO 0, geranylgeraniol control 100 | hit rate 0.78% among 330,000;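 active = mean ATP rescue above about 67%, or every replicate alone reaching that limit, limit read from the data, passing the limit was not always enough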;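 note: myotubes were challenged with 10 µM simvastatin during compound exposure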
Cneo AK release: causes C. neoformans cell lysis | adenylate kinase release luminescence, 4 h; normalised: neutral wells 0, clomiphene wells 100 | lysis activity, % at 15 µM | hit rate 0.2% among 360,000;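 active = mean lysis activity across replicates of at least 80%, whatever share of replicates individually reach that level; inactive = mean lysis activity below 80%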
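Assay system: log-phase C. neoformans yeast / Quantity: yeast cell density of 5 × 10^6 cells/mL / Medium: fresh YPD growth medium / Compound: single dose / Timing: static 4 h at 37 °C with compound, 1 h detection / Measured by: adenylate kinase release luminescence / Read-out: lysis from increased AK signal / Benchmarks: Clomiphene as positive lysis control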
* hit, by the source's call; / = not tested or not shown.

SMILES	C2C12 statin	Cneo AK release
CCOC(=O)COc1cc(N2C(=O)CSCC2=O)c(Cl)cc1Cl	4.6	/
C#CCOCCOCCOCCNc1nc(N2CCN(C(=O)C(CCC(=O)O)n3cc(C(N)CC(C)C)nn3)CC2)nc(N2CCN(C(=O)C(Cc3cc4ccccc4[nH]3)n3cc(C(N)Cc4ccc(O)cc4)nn3)CC2)n1 (centres undefined)	-2.6	/
CCOC(=O)c1cccc(NC(=O)/C(=C\c2ccccc2)NC(=O)c2ccccc2Cl)c1	0.8	/
CSc1ncccc1C(=O)OCC(=O)Nc1cc(C(F)(F)F)ccc1N1CCOCC1	3.4	/
COc1ccccc1N=c1sc2ccccc2n1C	0.5	/
COc1ccc(-n2c(-c3ccc(F)cc3)cnc2SCC(=O)NCc2ccco2)cc1	-2.2	/
O=C(CN1C(=O)CSc2ccccc21)Nc1ccc2c(c1)OCCO2	2.5	/
CCCCNC(=O)C1CC(=O)N(C2CCCCC2)C1 (centres undefined)	-1.9	/
CCOC(=O)NC(=O)CSc1nnnn1-c1ccccc1	6.3	/
COC(=O)CNC(c1ccccc1)c1cc(Br)ccc1NC(=O)CNC(=O)OCc1ccccc1 (centres undefined)	-10.2	/
N#Cc1c(-c2ccco2)cc(C2CC2)nc1SCC(=O)c1ccccc1	-29.0	/
COc1ccc(C(C#N)C2(C)OCCO2)cc1OC (centres undefined)	7.0	/
COc1ccc(OC)c(N=CC2=C(O)CC(C)(C)CC2=O)c1	-11.4	/
Cc1c(C)c(C)c2[nH]c(-c3ccc4c(c3)OCO4)nc2c1C	-44.6	/
N#C/C(=C/c1ccc(N2CCOCC2)o1)c1ccc(Cl)cc1	4.4	/
Cn1ccnc1SCC(=O)NC12CC3CC(CC(C3)C1)C2	7.1	/
Cc1nc2c(ccc3nc(NC(=O)c4ccc5c(c4)OCCO5)sc32)s1	-7.3	/
COc1ccc(S(=O)(=O)N2CCN(Cc3ccc(Cl)cc3)CC2)cc1	4.1	/
O=C(O)CCc1ccc(-c2ccc(F)cc2)n1CCC(=O)O	1.7	/
COC(=O)c1cc(C(=O)OC)cc(-n2c(C)cc(C(=O)CC#N)c2C)c1	1.2	/
COc1ccc(NC(=O)CN2c3cccc4cccc(c34)S2(=O)=O)c(OC)c1	-0.4	/
CCOC(=O)c1c(-c2ccc(OC)cc2)nc2nonc2c1N	/	12.3
COc1ccc(C2CC(C(F)(F)F)n3nc(C(=O)O)cc3N2)cc1OC (centres undefined)	/	9.1
COc1ccc(CCNC(=O)CN2CCCc3ccccc32)cc1OC	/	2.0
O=C(c1ccc(N2CCOCC2)cc1)c1cccs1	/	-24.0
Cc1cccc(-n2c(SCC(=O)NCc3ccco3)nc3ccccc3c2=O)c1	/	-3.3
Cc1ccccc1OCCC(=O)Nc1c(C)n(C)n(-c2ccccc2)c1=O	/	5.3
COC(=O)c1nc2n(n1)C(c1ccc(OC)c(OC)c1)C(C(=O)OC1CCCCC1)=C(C)N2 (centres undefined)	/	0.6
CS(=O)(=O)N(CC(=O)N1CCN(Cc2ccccc2)CC1)C1CCCCC1	/	1.4
CCN1C(=O)/C(=C/N(C)C)c2ccccc21	/	-3.5
CCN1CCN(Cc2cc(=O)oc3cc4c(cc23)CCC4)CC1	/	-1.1
O=C(NC1CCCCC1)N1CCN(c2ccccc2)CC1	/	2.6
CCOC(=O)C1=C(C)NC(C)=C(C(=O)OCC)C1c1sccc1C	/	1.8
Cc1nc2ccccc2c(=O)n1CCCO	/	1.9
COc1ccc(OC)c(NC(=O)CCN2CCN(c3ccccc3F)CC2)c1	/	8.1
Cc1ccnc(-n2c(CCN3C(=O)c4ccccc4C3=O)nc3ccccc3c2=O)c1	/	-0.1
CN1CCN(c2ccc(Cl)cc2NC(=O)C2COc3ccccc3O2)CC1 (centres undefined)	/	2.9
CCOC(=O)C1=NN(c2ccc(F)cc2)C2=NC(C)=C(C(=O)OC)C(c3cccs3)N12 (centres undefined)	/	3.6
C/C(N)=C(/C#N)C(=O)COC(=O)c1ccncc1	/	0.1
CCOC(=O)N1CCN(c2nc(C(F)(F)F)nc3c(C)cc(C)cc23)CC1	/	1.6
Cn1c(SCC#N)nnc1-c1cnccn1	/	-1.4
CCCn1c(SCC(=O)N2c3ccccc3Sc3ccccc32)nc2c1c(=O)n(C)c(=O)n2C	/	-1.7
COc1ccc(Oc2c(-c3ccc(O)cc3O)n[nH]c2C)cc1	/	-6.7
COCCOC(=O)C1=C(C)N=C2SCCC(=O)N2C1c1ccc(OC(=O)c2ccco2)cc1 (centres undefined)	/	0.5
CCCCN(C)CC(O)Cn1cc(/C=C/C(=O)c2cccs2)c2ccccc21 (centres undefined)	/	2.5
Nc1ccccc1OCCOCCOCCOc1ccccc1N	/	1.6
Cc1nc(C(=O)Nc2ccc(Cl)cc2Cl)nn1-c1cc(OC(C)C)c(Cl)cc1Cl	/	4.7
CCCCC(=O)Nc1ccc2c(c1)nc1n2CCOC1	/	-0.6
CCNC(=S)N1CCC(NC(=O)C2CCCCC2)CC1	/	2.4
COc1ccccc1-c1nnc(NC(C)=O)s1	/	-2.2
COc1cc(/C=C(/C#N)c2ccc(F)cc2)ccc1OCc1ccc(C(=O)O)o1	/	3.2
CC(C)CC1C(C#N)=C(N)Oc2n[nH]c(-c3cccs3)c21 (centres undefined)	/	5.2
CCCCCOc1ccc(NC(=O)C(=O)NCCCn2ccnc2)cc1	/	0.7
CCOC(=O)c1oc2nc(C(C)C)c3c(c2c1N)CCC3	/	0.3
Cc1ccc(C)c(NC2=NCC(=O)N2C2CCCCC2)c1	/	24.1
O=C(CSCc1ccc(Cl)cc1)NCC1CCCO1 (centres undefined)	/	0.6
Cc1nn(-c2ccccc2)c(C)c1CCC(=O)O	/	-0.1
O=C(CCNS(=O)(=O)c1cccc2nsnc12)NC1CCCc2ccccc21 (centres undefined)	/	-0.2
COc1ccc2c(=O)c(N3C(=O)c4ccccc4C3=O)coc2c1	/	0.2
COc1ccc(N=NC2=C(O)CC(C)(C)CC2=O)c(OC)c1	/	-0.7

Carrying on.
SMILES	C2C12 statin	Cneo AK release
Cn1nc(C(F)(F)F)c(/C=N/OC(=O)c2ccccc2)c1Cl	/	1.1
CCOC(=O)C1(S(=O)(=O)c2ccccc2)CCN(Cc2ccccc2)CC1	/	3.4
CC1CCCCN1C(=O)COc1ccc(NC(=O)c2ccco2)cc1 (centres undefined)	/	-8.1
CCOC(=O)c1cc2c(=O)n3ccccc3nc2n(CCOC)c1=NC(=O)C(C)(C)C	/	6.5
COc1ccc(C(=O)NCC(=O)OCC(=O)c2ccc3c(c2)OCCO3)cc1	/	-2.5
O=C(CN1CCCCC1)Nc1ccccc1NC(=O)CN1CCCCC1	/	-1.0
O=C(Nc1ccc(Cl)cc1)Nc1ccc(N2CCOCC2)cc1	/	-31.7
O=C(CCNS(=O)(=O)c1cccc2nonc12)NCCc1ccc(Cl)cc1	/	-26.0
CCOc1cc(-c2c(C#N)c(=O)[nH]c3c2c(C)nn3-c2ccc(F)cc2)ccc1O	/	-0.1
CC(C)C[C@H](NC(=O)OC(C)(C)C)c1nnc(SCC(=O)Nc2ccc(Br)cc2)o1	/	-1.0
Fc1ccccc1OCCCCSc1ncccn1	/	0.3
O=C(CCCNS(=O)(=O)c1cccc2nsnc12)NCc1ccccc1	/	8.5
Nc1cc(N)nc(SCc2ccccc2)n1	/	-5.7
CC(=O)Oc1ccccc1C(=O)Oc1ccc(/C=N/n2cnnc2)cc1	/	-0.6
COc1ccc(C2C(C(C)=O)=C(O)C(=O)N2CCc2ccccc2)c(OC)c1 (centres undefined)	/	-4.9
O=C(Nc1cccnc1)c1ccc2c(c1)OCO2	/	-1.3
CC(C)(C)OC(=O)NCCc1nnc(SCc2ccc(Cl)cc2Cl)o1	/	-0.8
CC(C)(O)C#Cc1ccc(C(=O)N2CCN(C(=O)c3ccco3)CC2)cc1	/	1.2
COc1cccc(/C=N/NC(=O)c2c(C)nc3ccc(Br)cn23)c1O	/	-0.8
CCOC(=O)c1nc(N)c(=O)n(-c2ccc(C)cc2)n1	/	-0.1
COCC(=O)Nc1nnc(CCc2ccccc2)s1	/	5.4
COc1ccc(C2Oc3ccccc3N2C(C)=O)cc1 (centres undefined)	/	-1.7
COc1ccccc1CNC(=O)C(CC(C)C)NC(=O)C1CCC(C)CC1 (centres undefined)	/	19.7
Cc1ccc(S(=O)(=O)N2CCN(C(=O)CN3CCCCC3)C2)cc1	/	3.4
COc1ccc(N(CC(=O)Nc2cccc(C)c2C)S(=O)(=O)c2c(C)n[nH]c2C)cc1	/	-0.3
CCc1nc2ccc(C)cc2c(C(=O)NC2CCCCC2C)c1C (centres undefined)	/	0.1
CC1(C)C(=O)Nc2ccccc2N1C(=O)CN1C(=O)c2ccccc2C1=O	/	1.4
CC(C)Cc1nc(N2CCN(C(=O)c3ccccc3)CC2)c(C#N)c2c1CCC2	/	-1.4
CC(C)(C)/C(O)=C(/C#N)c1nc2ccccc2[nH]1	/	7.6
Cc1nnc(SCCCN2C(=O)c3ccccc3C2=O)o1	/	0.5
Cc1cccnc1NC(=O)CSc1nnc(Cc2ccccc2)o1	/	4.0
COc1cc(C(=O)NCC(=O)n2nc(C)cc2C)cc(OC)c1OC	/	0.9
Cc1ccc(CCNC(=O)c2nnn(-c3cc(C)cc(C)c3)c2N)cc1	/	-1.5
CCOC(=O)C(Oc1ccc2c(-c3ccc(OC)cc3)cc(=O)oc2c1C)c1ccccc1 (centres undefined)	/	8.4
COc1ccc(C)cc1N(C)C(=O)c1coc(=O)c2ccccc12	/	2.2
COc1ccc(C2C(C#N)C(C#N)N3CCCN23)cc1 (centres undefined)	/	-0.2
CCCSc1nnc(-c2ccccc2NC(=O)CC)c(=O)[nH]1	/	0.1
O=C(OCc1nnc(-c2ccc(Cl)cc2)o1)c1ccncc1	/	-0.7
CC(C)COP(=O)(c1ccc(N(C)C)cc1)C(O)c1ccncc1 (centres undefined)	/	-0.4
O=C(O)c1ccc(F)c(S(=O)(=O)Nc2ccccc2)c1	/	-3.8
CCOc1ccc(NCCC#N)cc1	/	-1.6
Cc1ccc(NC(=O)N2CCC(NC(=O)C(C)(C)C)CC2)cc1	/	-1.1
COC(=O)c1sc(S(=O)(=O)N2CCC(C(=O)O)CC2)c(C(=O)OC)c1C	/	-0.7
Cc1[nH]nc2c1C(c1ccccn1)N(c1ccc(Br)cc1)C2=O (centres undefined)	/	3.2
O=C(Nc1ccc(Nc2ccccc2)cc1)C1CC1	/	2.7
Cc1ccccc1NC(=O)CCSc1nnnn1-c1ccccc1	/	1.0

Nothing new here: entries from further up.
SMILES	C2C12 statin	Cneo AK release
CC(=O)Oc1ccccc1C(=O)Oc1ccc(/C=N/n2cnnc2)cc1	/	-0.6
COc1ccc(C2C(C(C)=O)=C(O)C(=O)N2CCc2ccccc2)c(OC)c1 (centres undefined)	/	-4.9
O=C(Nc1cccnc1)c1ccc2c(c1)OCO2	/	-1.3
CC(C)(C)OC(=O)NCCc1nnc(SCc2ccc(Cl)cc2Cl)o1	/	-0.8
CC(C)(O)C#Cc1ccc(C(=O)N2CCN(C(=O)c3ccco3)CC2)cc1	/	1.2
COc1cccc(/C=N/NC(=O)c2c(C)nc3ccc(Br)cn23)c1O	/	-0.8
CCOC(=O)c1nc(N)c(=O)n(-c2ccc(C)cc2)n1	/	-0.1
COCC(=O)Nc1nnc(CCc2ccccc2)s1	/	5.4
COc1ccc(C2Oc3ccccc3N2C(C)=O)cc1 (centres undefined)	/	-1.7
COc1ccccc1CNC(=O)C(CC(C)C)NC(=O)C1CCC(C)CC1 (centres undefined)	/	19.7
Cc1ccc(S(=O)(=O)N2CCN(C(=O)CN3CCCCC3)C2)cc1	/	3.4
COc1ccc(N(CC(=O)Nc2cccc(C)c2C)S(=O)(=O)c2c(C)n[nH]c2C)cc1	/	-0.3
CCc1nc2ccc(C)cc2c(C(=O)NC2CCCCC2C)c1C (centres undefined)	/	0.1
CC1(C)C(=O)Nc2ccccc2N1C(=O)CN1C(=O)c2ccccc2C1=O	/	1.4
CC(C)Cc1nc(N2CCN(C(=O)c3ccccc3)CC2)c(C#N)c2c1CCC2	/	-1.4
CC(C)(C)/C(O)=C(/C#N)c1nc2ccccc2[nH]1	/	7.6
Cc1nnc(SCCCN2C(=O)c3ccccc3C2=O)o1	/	0.5
Cc1cccnc1NC(=O)CSc1nnc(Cc2ccccc2)o1	/	4.0
COc1cc(C(=O)NCC(=O)n2nc(C)cc2C)cc(OC)c1OC	/	0.9
Cc1ccc(CCNC(=O)c2nnn(-c3cc(C)cc(C)c3)c2N)cc1	/	-1.5
CCOC(=O)C(Oc1ccc2c(-c3ccc(OC)cc3)cc(=O)oc2c1C)c1ccccc1 (centres undefined)	/	8.4
COc1ccc(C)cc1N(C)C(=O)c1coc(=O)c2ccccc12	/	2.2
COc1ccc(C2C(C#N)C(C#N)N3CCCN23)cc1 (centres undefined)	/	-0.2
CCCSc1nnc(-c2ccccc2NC(=O)CC)c(=O)[nH]1	/	0.1
O=C(OCc1nnc(-c2ccc(Cl)cc2)o1)c1ccncc1	/	-0.7
CC(C)COP(=O)(c1ccc(N(C)C)cc1)C(O)c1ccncc1 (centres undefined)	/	-0.4
O=C(O)c1ccc(F)c(S(=O)(=O)Nc2ccccc2)c1	/	-3.8
CCOc1ccc(NCCC#N)cc1	/	-1.6
Cc1ccc(NC(=O)N2CCC(NC(=O)C(C)(C)C)CC2)cc1	/	-1.1
COC(=O)c1sc(S(=O)(=O)N2CCC(C(=O)O)CC2)c(C(=O)OC)c1C	/	-0.7

This is a subset; rates above refer to the full screens.
